Screening data deposited in PubChem BioAssay by several laboratories.
PrPC surface inh: cell surface PrPC inhibition, primary TR-FRET screen; P04156; inhibition, % at 13.8 µM; 0.43% of 370,000 active; TR-FRET read-out; in the data active = inhibition above about 24%; also: 0% = median of the test wells and 100% = reference compound wells
BoNT-F LC inh: blocks Botulinum neurotoxin F light chain protease | Multiplex microsphere protease cleavage assay, flow cytometry | inhibition, % at 10 µM | 0.22% of 360,000 active; in the data active = inhibition above about 35%, passing the limit was not always enough; inconclusive = no clear call, values can overlap the other calls; also: plate controls were buffer without enzyme for full effect and enzyme alone for no effect
Yp Topo-I inh: Y. pestis Topo-I inhibition via cleavage products; Y. pestis Topo-I cleavage product accumulation, plate reader; activity, % at 10 µM; 0.064% of 360,000 active; AID 504884; in the data active = activity above about 50%, passing the limit was not always enough; inconclusive = no clear call, values can overlap the other calls; also: inactives centre near 2
BoNT A protease: BoNT A light chain protease inhibition; multiplex microsphere protease substrate cleavage, flow cytometry; inhibition, % at 10 µM; 0.17% of 360,000 active; AID 588499; also: plate controls were buffer without enzyme for full effect and enzyme alone for no effect
CCHF vOTU inh: blocks the CCHF virus ovarian tumor domain protease; CCHFV vOTU protease, Pep-AMC fluorescence; inhibition, % at 11.5 µM; 0.55% of 370,000 active; AID 651958; in the data active = inhibition above about 30%; also: 0% = vehicle wells with enzyme and 100% = no enzyme wells
PfHsp40 rescue: rescue of PfHsp40-mediated yeast toxicity. S. cerevisiae expressing PfHsp40, growth rescue, ATP luminescence. growth rescue, % at 12.5 µM. 0.68% of 340,000 active; in the data active = growth rescue above about 28%, passing the limit was not always enough; inconclusive = no clear call, values can overlap the other calls;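 also: yeast W303a lacking pdr1 and pdr3 grown in galactose medium; growth measured after three days at 30 °C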
FadD28 FP inh: inhibitors of Mycobacterium tuberculosis FadD28 bisubstrate binding; FadD28 bisubstrate probe binding, fluorescence polarization; inhibition, % at 12.5 µM; 0.22% of 360,000 active; in the data active = inhibition above about 8.5%, passing the limit was not always enough; inconclusive = no clear call, values can overlap the other calls
TcdB GH inh: blocks C. difficile toxin B glycohydrolase activity | TcdB glycohydrolase enzymatic assay, plate reader | 0.24% of 350,000 active | P18177 | AID 652162 | inhibition, % at 9.99 µM; in the data active = inhibition above about 10%
Anthrax LF inh2: anthrax lethal factor protease inhibition; P15917; multiplex microsphere protease cleavage assay, LF; inhibition, % at 10 µM; 0.12% of 360,000 active; also: plate controls were buffer without enzyme for full effect and enzyme alone for no effect
Numbers without * were called inactive. Rule as the data show it, unless noted: active = inhibition above about 30%; inconclusive = no clear call, values can overlap the other calls; inactive = below that.

Screening CCc1nnc(NC(=O)CN2CCN(c3ccccc3F)CC2)s1 returned PrPC surface inh 5, BoNT-F LC inh -6, Yp Topo-I inh 10, BoNT A protease -0.1, CCHF vOTU inh -11, PfHsp40 rescue -1.6, FadD28 FP inh -4.1, TcdB GH inh -0.3 and Anthrax LF inh2 -1.
`C/C(=N\NC(=O)CSCc1ccc([N+](=O)[O-])cc1)c1ccccc1` gave PrPC surface inh -8, BoNT-F LC inh 0, Yp Topo-I inh 7, BoNT A protease 0.1, CCHF vOTU inh 7, PfHsp40 rescue -1.0, FadD28 FP inh 0.8, TcdB GH inh 0.9 and Anthrax LF inh2 -4.
For COc1ccc(-c2cc(C(F)F)n3ncc(C(=O)Nc4ccc(C(=O)N5CCOCC5)cc4)c3n2)cc1 the results were PrPC surface inh 2, BoNT-F LC inh -8, Yp Topo-I inh 10, BoNT A protease -2.1, CCHF vOTU inh 4, PfHsp40 rescue -2.4, FadD28 FP inh -0.1, TcdB GH inh -9.7 and Anthrax LF inh2 1.
For CN(c1ccccc1C(=O)O)S(=O)(=O)c1ccc2[nH]c(=O)[nH]c2c1 the results were PrPC surface inh 1, BoNT-F LC inh -10, Yp Topo-I inh -6, BoNT A protease 1.3, CCHF vOTU inh -16, PfHsp40 rescue -0.7, FadD28 FP inh -3.9, TcdB GH inh 2.5 and Anthrax LF inh2 4.
`CCC(=O)c1ccc(OCC(=O)OCC(=O)c2cc(C)n(C3CC3)c2C)cc1` gave PrPC surface inh -4, BoNT-F LC inh -2, Yp Topo-I inh 25, BoNT A protease -0.9, CCHF vOTU inh 2, PfHsp40 rescue 1.8, FadD28 FP inh -1.1, TcdB GH inh -0.1 and Anthrax LF inh2 -6.
`O=C(NC1CCCCCC1)C1C2C=CC3(CN(Cc4cccnc4)C(=O)C13)O2` (stereo not given) gave PrPC surface inh -7, BoNT-F LC inh 2, Yp Topo-I inh 10, BoNT A protease 0.2, CCHF vOTU inh 3, PfHsp40 rescue 0.1, FadD28 FP inh -0.7, TcdB GH inh -0.6 and Anthrax LF inh2 -5.
CCOC(=O)c1nc(C)n(-c2cc(OC)c(Cl)cc2Cl)n1 was read as PrPC surface inh 11, BoNT-F LC inh -3, Yp Topo-I inh 2, BoNT A protease -0.4, CCHF vOTU inh -2, PfHsp40 rescue -1.3, FadD28 FP inh 0.2, TcdB GH inh 0.0 and Anthrax LF inh2 -7.
Screening O=c1cc(C(F)(F)F)[nH]c2ccc(OC(F)(F)F)cc12 returned PrPC surface inh -5, Yp Topo-I inh 5, CCHF vOTU inh -4, FadD28 FP inh -0.2 and TcdB GH inh 7.9.
For O=C(NCc1cccc(F)c1)c1cccc2c1C(=O)c1ccc(N3CCC(Cc4ccccc4)CC3)cc1S2(=O)=O the results were BoNT-F LC inh 26, Yp Topo-I inh 12, BoNT A protease 21, PfHsp40 rescue 0.7, FadD28 FP inh -2.9 and Anthrax LF inh2 25.
Screening COc1ccc(NC(=O)CSc2nnc(Cc3cccn3C)n2CCc2ccccc2)c(OC)c1 returned BoNT-F LC inh 1, Yp Topo-I inh 25, BoNT A protease -0.6, PfHsp40 rescue -1.1, FadD28 FP inh -2.7, TcdB GH inh 1.7 and Anthrax LF inh2 -4.
Screening CCOc1ccc(N/C=C/C(=O)c2ccc(OC)cc2)c([N+](=O)[O-])c1 returned PrPC surface inh -7, BoNT-F LC inh -6, Yp Topo-I inh -4, BoNT A protease -1.5, CCHF vOTU inh -19, PfHsp40 rescue -0.3, FadD28 FP inh -1.9 and Anthrax LF inh2 0.
Cc1ccccc1Nc1ncnc2c1cnn2C was read as PrPC surface inh -5, BoNT-F LC inh inconclusive, Yp Topo-I inh 1, BoNT A protease -2.3, CCHF vOTU inh 5, PfHsp40 rescue -0.2, FadD28 FP inh -0.8, TcdB GH inh 0.7 and Anthrax LF inh2 11.
Screening CN(C)/C=C1/N=C(c2ccccc2)OC1=O returned PrPC surface inh -4, BoNT-F LC inh -19, Yp Topo-I inh -5, BoNT A protease -0.2, CCHF vOTU inh 20, PfHsp40 rescue 0.2, FadD28 FP inh -2.0 and Anthrax LF inh2 3.
O=C1S/C(=C\c2ccc(Cl)cc2)C(=O)N1CCn1cnnn1 was read as PrPC surface inh 0, BoNT-F LC inh -3, Yp Topo-I inh -8, BoNT A protease -0.1, CCHF vOTU inh 1, PfHsp40 rescue 0.4, FadD28 FP inh 0.1 and Anthrax LF inh2 -3.
Screening Cc1cc(Br)c(NC(=O)CN2CC=C(c3ccccc3)CC2)c(Br)c1 returned PrPC surface inh -15, BoNT-F LC inh 2, Yp Topo-I inh 42, BoNT A protease -1.6, CCHF vOTU inh 6, PfHsp40 rescue 0.1, FadD28 FP inh -2.4, TcdB GH inh -0.5 and Anthrax LF inh2 1.
Cc1cc(C(=O)COc2cccnc2[N+](=O)[O-])c(C)n1Cc1ccco1 was read as PrPC surface inh -5, BoNT-F LC inh -6, Yp Topo-I inh 15, BoNT A protease 0.3, CCHF vOTU inh -1, PfHsp40 rescue -1.3, FadD28 FP inh -2.9, TcdB GH inh -0.2 and Anthrax LF inh2 -1.
Screening O=C(C[n+]1cccc(Br)c1)c1cccs1 returned PrPC surface inh -3, BoNT-F LC inh 4, Yp Topo-I inh 3, BoNT A protease 3.5, CCHF vOTU inh 12, PfHsp40 rescue inconclusive, FadD28 FP inh -2.4, TcdB GH inh 0.6 and Anthrax LF inh2 2.
`O=[N+]([O-])c1cc(C(F)(F)F)c(Cl)cc1N1CCN(CCO)CC1` gave PrPC surface inh -23, BoNT-F LC inh -7, Yp Topo-I inh 3, BoNT A protease -0.2, CCHF vOTU inh 5, PfHsp40 rescue -0.5, FadD28 FP inh -0.6 and Anthrax LF inh2 -1.
N#CC1=C(N)Oc2n[nH]c(-c3cccs3)c2C1c1ccsc1 (stereo not given) was read as PrPC surface inh -4, BoNT-F LC inh -2, Yp Topo-I inh -12, BoNT A protease 0.3, CCHF vOTU inh 7, PfHsp40 rescue -1.0, FadD28 FP inh 1.5 and Anthrax LF inh2 -2.
CC(=O)OCC(=O)[C@@]12OC3(CCCC3)O[C@@H]1C[C@H]1[C@@H]3CCC4=CC(=O)C=C[C@]4(C)[C@@]3(F)[C@@H](O)C[C@@]12C was read as PrPC surface inh -1, BoNT-F LC inh -9, Yp Topo-I inh 9, BoNT A protease -0.7, CCHF vOTU inh 3, PfHsp40 rescue 2.0, FadD28 FP inh -2.6, TcdB GH inh -3.9 and Anthrax LF inh2 -2.
Cc1cccc(C(C)(C)C)c1OCCOCCN1CCCC1 was read as PrPC surface inh 9, BoNT-F LC inh 38*, Yp Topo-I inh 1, BoNT A protease 4.4, CCHF vOTU inh 3, PfHsp40 rescue 0.1, FadD28 FP inh -1.9 and Anthrax LF inh2 0.
COc1ccc2c(c1)c(=O)c(C(=O)c1ccc(Cl)cc1)cn2CC(=O)Nc1ccc(F)cc1 was read as PrPC surface inh 0, BoNT-F LC inh 3, Yp Topo-I inh 4, BoNT A protease -0.4, CCHF vOTU inh -6, PfHsp40 rescue 0.1, FadD28 FP inh -0.9, TcdB GH inh 0.0 and Anthrax LF inh2 -1.
`Cc1nnc(N/N=C/c2ccccc2F)n1N` gave PrPC surface inh 0, BoNT-F LC inh 4, Yp Topo-I inh 2, BoNT A protease 2.8, CCHF vOTU inh 75*, PfHsp40 rescue -1.4, FadD28 FP inh -2.3, TcdB GH inh -0.8 and Anthrax LF inh2 -6.
CCN(CC)c1ccc2cc(-c3nnc(-c4ccncc4)o3)c(=O)oc2c1 was read as PrPC surface inh -7, BoNT-F LC inh 6, Yp Topo-I inh 14, BoNT A protease 3.4, CCHF vOTU inh -37, PfHsp40 rescue 0.7, FadD28 FP inh 1.0 and Anthrax LF inh2 13.
Screening COC(=O)C1CCN(C(=O)Nc2ccccc2)CC1 returned PrPC surface inh -4, BoNT-F LC inh -1, Yp Topo-I inh 3, BoNT A protease -0.2, CCHF vOTU inh 6, PfHsp40 rescue -2.5, FadD28 FP inh -0.2, TcdB GH inh 0.8 and Anthrax LF inh2 0.
Cc1cc(C)n2nc(SCC(=O)N(CCC#N)c3ccc(F)cc3)nc2n1 was read as PrPC surface inh -2, BoNT-F LC inh 5, Yp Topo-I inh -2, BoNT A protease 0.3, CCHF vOTU inh 8, PfHsp40 rescue -0.3, FadD28 FP inh 0.0, TcdB GH inh 0.6 and Anthrax LF inh2 -6.
For N#CC1=C(N)SC2(CCCCC2)SC1c1ccccc1 (stereo not given) the results were BoNT-F LC inh -10, Yp Topo-I inh -2, BoNT A protease 0.1, PfHsp40 rescue -1.5, FadD28 FP inh -2.9 and Anthrax LF inh2 -2.
Screening CCN(C(=O)c1cc2c(=O)[nH]c3ccc(C)cc3c2s1)c1ccc(F)cc1 returned PrPC surface inh -5, BoNT-F LC inh -2, Yp Topo-I inh 22, BoNT A protease -0.6, CCHF vOTU inh 1, PfHsp40 rescue -0.3, FadD28 FP inh -3.8, TcdB GH inh 1.8 and Anthrax LF inh2 -7.
For CC(C)C1CC(=O)NC(SCC(=O)Nc2ccc(Br)cc2)=C1C#N (stereo not given) the results were PrPC surface inh 16, BoNT-F LC inh inconclusive, Yp Topo-I inh -5, BoNT A protease 1.5, CCHF vOTU inh -1, PfHsp40 rescue 0.2, FadD28 FP inh -4.9 and Anthrax LF inh2 -4.
`Cc1nnc(Sc2c(N)n(C)c(=O)n(C)c2=O)s1` gave PrPC surface inh 1, BoNT-F LC inh -3, Yp Topo-I inh 6, BoNT A protease 0.5, CCHF vOTU inh -2, PfHsp40 rescue -0.9, FadD28 FP inh -3.8 and Anthrax LF inh2 -7.

Two entries drawn at random from the list so far:
CC(=O)OCC(=O)[C@@]12OC3(CCCC3)O[C@@H]1C[C@H]1[C@@H]3CCC4=CC(=O)C=C[C@]4(C)[C@@]3(F)[C@@H](O)C[C@@]12C was read as PrPC surface inh -1, BoNT-F LC inh -9, Yp Topo-I inh 9, BoNT A protease -0.7, CCHF vOTU inh 3, PfHsp40 rescue 2.0, FadD28 FP inh -2.6, TcdB GH inh -3.9 and Anthrax LF inh2 -2.
Screening CCN(C(=O)c1cc2c(=O)[nH]c3ccc(C)cc3c2s1)c1ccc(F)cc1 returned PrPC surface inh -5, BoNT-F LC inh -2, Yp Topo-I inh 22, BoNT A protease -0.6, CCHF vOTU inh 1, PfHsp40 rescue -0.3, FadD28 FP inh -3.8, TcdB GH inh 1.8 and Anthrax LF inh2 -7.

Next section:
For CCc1nc(N2CCN(C(=O)c3ccco3)CC2)c(C#N)c2c1COC(C)(C)C2 the results were PrPC surface inh -2, BoNT-F LC inh -1, Yp Topo-I inh 33, BoNT A protease -2.0, CCHF vOTU inh 0, PfHsp40 rescue 0.1, FadD28 FP inh 0.8, TcdB GH inh 0.5 and Anthrax LF inh2 -1.
`CCCOc1ccc(CNC(=O)CCC(=O)n2ncc3cc(C)ccc32)cc1` gave PrPC surface inh 3, BoNT-F LC inh 4, Yp Topo-I inh 1, BoNT A protease 0.2, CCHF vOTU inh 3, PfHsp40 rescue 0.3, FadD28 FP inh -3.8, TcdB GH inh 0.9 and Anthrax LF inh2 -11.
CNCC1(c2ccccc2)CCCC1 was read as PrPC surface inh 3, BoNT-F LC inh 8, Yp Topo-I inh 2, BoNT A protease 0.4, CCHF vOTU inh 9, PfHsp40 rescue -1.5, FadD28 FP inh -3.8 and Anthrax LF inh2 -3.
CC(=O)N1c2ccccc2C(=O)OC1c1cccnc1 (stereo not given) was read as PrPC surface inh 2, BoNT-F LC inh -1, Yp Topo-I inh 7, BoNT A protease 0.6, CCHF vOTU inh -1, PfHsp40 rescue -0.4, FadD28 FP inh -3.4 and Anthrax LF inh2 -1.
Screening CCOC(=O)c1c(CSc2ccc(CC)cc2)oc2ccc(O)c(CN(C)C)c12 returned PrPC surface inh -11, BoNT-F LC inh -14, Yp Topo-I inh 14, BoNT A protease -3.4, CCHF vOTU inh -3, PfHsp40 rescue -1.1, FadD28 FP inh -3.8, TcdB GH inh 2.7 and Anthrax LF inh2 -11.
`CC(C)=NNC(=O)CN1C(=O)NC2NC(=O)NC21` (stereo not given) gave PrPC surface inh 1, BoNT-F LC inh 0, Yp Topo-I inh 5, BoNT A protease -0.6, CCHF vOTU inh -14, PfHsp40 rescue -1.2, FadD28 FP inh -0.8, TcdB GH inh -3.2 and Anthrax LF inh2 -2.
Screening O=C(CCc1nc2ccccc2[nH]1)Nc1ccccc1 returned PrPC surface inh 0, BoNT-F LC inh inconclusive, Yp Topo-I inh 2, BoNT A protease 0.6, CCHF vOTU inh 17, PfHsp40 rescue -1.3, FadD28 FP inh 0.0 and Anthrax LF inh2 3.
